MBD2 inh: MBD2-methylated oligo binding inhibition | Q9UBB5 | TR-FRET, MBD2 binding to methylated oligonucleotide | inhibition, % at 4.4 µM | actives 0.31% (n = 370,000) | AID 686964; in the data active = inhibition above about 13%
LEDGF integ inh: blocks HIV-1 LEDGF/p75-dependent DNA integration | inhibition, % at 3.7 µM | actives 0.64% (n = 370,000) | TR-FRET IN-LEDGF/p75 DNA integration, Eu/Cy5;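 active = inhibition above the screen-wide mean plus 3 SD, cut at about 13% in these data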;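 note: signal is the Cy5 over europium emission ratio at 671 and 618 nm; 0% = plate median of compound wells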
UHRF1 binding: blocks human UHRF1 binding to methylated DNA | Q96T88 | UHRF1 binding to methylated oligo, TR-FRET | inhibition, % at 4.4 µM | actives 0.75% (n = 370,000) | AID 687016; in the data active = inhibition above about 21%;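 note: UHRF1 SRA domain binding a hemimethylated CpG hairpin DNA probe; 0% = median of test compound wells and 100% = reference inhibitor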
HTRA1 inh: HTRA1 (human) protease inhibition; Q92743; recombinant HTRA1, FP-rhodamine activity-based probe, fluorescence polarization; inhibition, % at 5.96 µM; actives 0.5% (n = 340,000); AID 504803; in the data active = inhibition above about 36%;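 note: 0% = enzyme with DMSO and 100% = wells lacking enzyme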
Target sequence (Q92743 whole entry, looked up): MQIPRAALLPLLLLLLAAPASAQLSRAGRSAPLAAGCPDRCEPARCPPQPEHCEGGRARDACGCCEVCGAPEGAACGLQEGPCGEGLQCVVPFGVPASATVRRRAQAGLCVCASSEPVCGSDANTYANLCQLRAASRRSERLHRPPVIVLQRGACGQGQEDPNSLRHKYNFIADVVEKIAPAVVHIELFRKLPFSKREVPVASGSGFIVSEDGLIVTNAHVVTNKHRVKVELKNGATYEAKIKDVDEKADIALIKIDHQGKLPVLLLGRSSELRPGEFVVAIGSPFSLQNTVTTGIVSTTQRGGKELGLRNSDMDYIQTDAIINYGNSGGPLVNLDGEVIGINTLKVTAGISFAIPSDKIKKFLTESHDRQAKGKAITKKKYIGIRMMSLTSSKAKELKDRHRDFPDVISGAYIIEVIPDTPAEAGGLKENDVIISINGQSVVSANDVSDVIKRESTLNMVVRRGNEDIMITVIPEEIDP
ABHD4 inh: inhibits mouse alpha/beta hydrolase domain 4; inhibition, % at 8.92 µM; Q8VD66; actives 0.54% (n = 370,000); purified mABHD4, FP-Rh probe fluorescence polarization;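 active = inhibition exceeding the mean over every tested compound plus 3 SD, cut at about 30% in these data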;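 note: 0% = plate median of compound wells and 100% = S159A mutant with DMSO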
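System: mouse ABHD4 enzyme, wild type / Medium: HEPES pH 7.0, NaCl, Pluronic buffer / Reagent: FP-Rh activity-based fluorescent probe / Control set: S159A mutant high control, sample median low control / Detection: fluorescence polarization with parallel and perpendicular emission, 525/598 nm / Schedule: 45 min + 60 min at 25 °C / Compound dosing: 8.92 µM, single dose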
TCR-CD3 inh: inhibitors of human TCR-CD3 interaction. inhibition, % at 9.4 µM. actives 0.37% (n = 360,000). AID 651800. TAMRA-labeled TCR probe fluorescence, biochemical; in the data active = inhibition above about 19%;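 note: recombinant mutant TCR 2C K166C tagged with TAMRA read by polarization; 0% = receptor in buffer alone and 100% = receptor with positive control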
rCAG binder: r(CAG) repeat RNA binding | TO-PRO-1 dye displacement fluorescence | inhibition, % at 3 µM | actives 1.3% (n = 370,000);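 active = inhibition above the plate cutoff, the mean of all test compounds on that plate plus 3 SD, cut at about 35% in these data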;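 note: 0% = DMSO alone and 100% = 100 µM mitoxantrone as full dye displacement; higher means more dye released from RNA so lower well fluorescence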
PG9 binder: PG9 antibody binding by small molecule | actives 0.43% (n = 360,000) | TR-FRET gp120-PG9 antibody binding | inhibition, % at 6.7 µM | AID 624416; in the data active = inhibition above about 8.5%
NR1D1 modulator: modulates human Rev-erb alpha binding to DNA; AID 1259318; Rev-erbα–FITC-DNA binding, fluorescence polarization, 90 min; P20393; activity, % at 10 µM; actives 0.79% (n = 370,000);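 active = activity above about 14%, limit read from the data; passing the limit was not always enough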;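 note: 0% = DMSO wells with 35 nM protein and 100% = DMSO wells with 750 nM protein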
PRMT1 FP inh: PRMT1 (human) inhibition, primary screen; Q99873; recombinant PRMT1, activity-based probe fluorescence polarization; inhibition, % at 2.79 µM; actives 1.3% (n = 370,000);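 active = inhibition above about 21% made by adding two undisclosed values, limit read from the data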
Target sequence (Q99873 whole entry, looked up): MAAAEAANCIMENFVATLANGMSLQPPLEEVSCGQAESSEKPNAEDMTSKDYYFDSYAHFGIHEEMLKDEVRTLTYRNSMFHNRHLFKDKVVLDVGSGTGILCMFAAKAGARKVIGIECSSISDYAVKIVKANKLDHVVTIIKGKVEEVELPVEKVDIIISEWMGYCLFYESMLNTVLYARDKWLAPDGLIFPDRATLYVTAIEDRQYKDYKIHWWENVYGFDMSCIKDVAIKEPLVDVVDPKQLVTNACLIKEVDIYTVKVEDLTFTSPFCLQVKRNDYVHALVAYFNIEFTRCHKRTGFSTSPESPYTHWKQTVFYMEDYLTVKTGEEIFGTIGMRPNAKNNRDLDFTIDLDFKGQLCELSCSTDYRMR
* hit, by the source's call.

How did Cc1cc(C)c(C)c(C(=O)c2ccccc2C(=O)O)c1C do in these assays?
MBD2 inh: -3.5; LEDGF integ inh: 1.2; UHRF1 binding: -0.3; HTRA1 inh: 16.1; ABHD4 inh: -3.5; TCR-CD3 inh: 2.3; rCAG binder: 0.0; PG9 binder: -3.9; NR1D1 modulator: -2.7; PRMT1 FP inh: 0.0

Results for Cc1cccc(Nc2nc(N)nc(CSc3nccn3C)n2)c1 ?
MBD2 inh: -0.8; LEDGF integ inh: -2.2; UHRF1 binding: 3.1; HTRA1 inh: 1.2; ABHD4 inh: -2.4; TCR-CD3 inh: -0.9; rCAG binder: -3.6; PG9 binder: 0.0; NR1D1 modulator: -3.6; PRMT1 FP inh: -0.5

Results for CSCCCNC(=S)Nc1ccc(N2CCOCC2)cc1N1CCOCC1 ?
MBD2 inh: 4.0; LEDGF integ inh: 1.3; UHRF1 binding: 0.8; HTRA1 inh: 0.2; ABHD4 inh: -3.0; TCR-CD3 inh: 10.8; rCAG binder: -8.5; PG9 binder: -0.5; NR1D1 modulator: 6.2; PRMT1 FP inh: -4.0

What do the screens show for `CCOC(=O)c1ccccc1NC(=O)c1cncc(Br)c1`?
MBD2 inh: -7.5; LEDGF integ inh: 3.0; UHRF1 binding: -0.8; HTRA1 inh: 0.3; ABHD4 inh: 4.2; TCR-CD3 inh: 2.2; rCAG binder: 1.4; PG9 binder: 1.4; NR1D1 modulator: 93.8*; PRMT1 FP inh: 0.8

Results for CC(=O)c1csc(CS(=O)(=O)c2ccccn2)n1 ?
MBD2 inh: -0.8; LEDGF integ inh: 3.0; UHRF1 binding: -0.7; HTRA1 inh: 13.9; ABHD4 inh: 3.6; TCR-CD3 inh: 9.4; rCAG binder: 3.0; PG9 binder: -1.4; NR1D1 modulator: 4.6; PRMT1 FP inh: 3.6

How did O=C(Nc1nccs1)c1cc(-c2ccco2)nc2ccccc12 do in these assays?
MBD2 inh: 10.2; LEDGF integ inh: 11.1; UHRF1 binding: 10.9; HTRA1 inh: 4.2; ABHD4 inh: 4.5; TCR-CD3 inh: 13.2; rCAG binder: 37.7*; PG9 binder: -3.1; NR1D1 modulator: -32.5; PRMT1 FP inh: 10.1

Results for Cc1cc(C(=O)COC(=O)c2cccs2)c(C)n1-c1c(C)n(C)n(-c2ccccc2)c1=O ?
MBD2 inh: 4.0; LEDGF integ inh: 1.8; UHRF1 binding: -1.3; HTRA1 inh: 8.1; ABHD4 inh: 1.0; TCR-CD3 inh: 0.7; rCAG binder: -1.9; PG9 binder: -1.1; NR1D1 modulator: 3.1; PRMT1 FP inh: -1.0

Results for CS(=O)(=O)c1ccc(Cl)c(NC(=O)CCN2C(=O)C3CC=CCC3C2=O)c1 (stereo not given) ?
MBD2 inh: -3.6; LEDGF integ inh: 2.5; UHRF1 binding: -1.2; HTRA1 inh: 3.4; ABHD4 inh: -0.8; TCR-CD3 inh: -3.6; rCAG binder: 1.2; PG9 binder: -1.4; NR1D1 modulator: -1.8; PRMT1 FP inh: -2.4

How did CNC(=S)N1N=C(c2ccc(C)cc2)CC1c1ccc(N(C)C)cc1 (stereo not given) do in these assays?
MBD2 inh: -4.0; LEDGF integ inh: 1.4; UHRF1 binding: 0.8; HTRA1 inh: -4.1; ABHD4 inh: -6.9; TCR-CD3 inh: 10.2; rCAG binder: -1.7; PG9 binder: -0.6; NR1D1 modulator: -0.8; PRMT1 FP inh: -3.0

Results for O=C(c1ccco1)N(CCO)Cc1cc2cc3c(cc2[nH]c1=O)OCO3 ?
MBD2 inh: -1.3; LEDGF integ inh: 7.8; UHRF1 binding: 2.0; HTRA1 inh: 8.1; ABHD4 inh: -6.4; TCR-CD3 inh: -4.8; rCAG binder: 1.5; PG9 binder: -2.5; NR1D1 modulator: 0.9; PRMT1 FP inh: -2.9

How did COc1ccc(C(=O)CCc2ccccc2O)c(OC)c1 do in these assays?
MBD2 inh: 4.4; LEDGF integ inh: 4.6; UHRF1 binding: 2.4; HTRA1 inh: -5.1; ABHD4 inh: -13.1; TCR-CD3 inh: -1.1; rCAG binder: -0.6; PG9 binder: -1.6; NR1D1 modulator: -0.5; PRMT1 FP inh: -0.6

How did Cc1ccccc1S(=O)(=O)c1c(C)cc(C)n(C)c1=O do in these assays?
MBD2 inh: -2.0; LEDGF integ inh: -7.6; UHRF1 binding: 1.7; HTRA1 inh: 0.3; ABHD4 inh: 3.4; TCR-CD3 inh: -9.2; rCAG binder: -0.5; PG9 binder: -0.8; NR1D1 modulator: -5.8; PRMT1 FP inh: -2.0

What do the screens show for `CN1C(=O)c2cc(NC(=O)c3cccc(F)c3)ccc2OC[C@@H]2O[C@H](CC(=O)NCc3ccccc3)CC[C@H]21`?
MBD2 inh: 4.1; LEDGF integ inh: 0.9; UHRF1 binding: -3.0; ABHD4 inh: -0.8; rCAG binder: 2.9; NR1D1 modulator: -1.1; PRMT1 FP inh: 1.1

How did Cc1ccc(C)c(NC(=O)C2CC(O)CN2C(=O)OCc2ccccc2)c1 (stereo not given) do in these assays?
MBD2 inh: 2.9; LEDGF integ inh: -3.2; UHRF1 binding: 1.4; HTRA1 inh: 3.7; ABHD4 inh: 2.3; TCR-CD3 inh: -8.7; rCAG binder: -6.6; PG9 binder: -3.2; NR1D1 modulator: 2.0; PRMT1 FP inh: 1.4

What do the screens show for `CCOc1cc(/C=N/N=C(N)N)ccc1OCc1ccc(Cl)cc1`?
MBD2 inh: 1.9; LEDGF integ inh: 2.5; UHRF1 binding: -4.7; HTRA1 inh: 5.7; ABHD4 inh: 20.5; TCR-CD3 inh: 3.2; rCAG binder: 23.4; PG9 binder: 0.3; NR1D1 modulator: 2.2; PRMT1 FP inh: -6.1

What do the screens show for `COc1ccc(NC(=O)CSc2nnc(N)n2CC(=O)Nc2ccc(OC)cc2)cc1`?
MBD2 inh: 1.1; LEDGF integ inh: -1.4; UHRF1 binding: 0.5; HTRA1 inh: 9.8; ABHD4 inh: -2.8; TCR-CD3 inh: 1.7; rCAG binder: 0.9; PG9 binder: 0.1; NR1D1 modulator: -2.0; PRMT1 FP inh: 0.6

Results for Cc1c(/C=C/C(=O)c2ccc(C(C)C)cc2)cnn1C ?
MBD2 inh: -2.9; LEDGF integ inh: -2.2; UHRF1 binding: -2.2; HTRA1 inh: -7.4; ABHD4 inh: -0.8; TCR-CD3 inh: 3.1; rCAG binder: -6.2; PG9 binder: -2.2; NR1D1 modulator: -5.4; PRMT1 FP inh: -5.5

What do the screens show for `COc1ccc(CCNC(=O)C2CCC(=O)N2CCc2ccccc2)cc1OC` (stereo not given)?
MBD2 inh: -1.3; LEDGF integ inh: -2.7; UHRF1 binding: 1.1; HTRA1 inh: 5.6; ABHD4 inh: -0.4; TCR-CD3 inh: 14.8; rCAG binder: -4.0; PG9 binder: 0.8; NR1D1 modulator: 0.8; PRMT1 FP inh: 0.9

How did CCOC(=O)CCc1c(C)c2ccc(OC3CCCCC3=O)cc2oc1=O (stereo not given) do in these assays?
MBD2 inh: -2.2; LEDGF integ inh: -2.7; UHRF1 binding: 6.2; HTRA1 inh: -5.1; ABHD4 inh: 1.8; TCR-CD3 inh: -1.9; rCAG binder: 2.8; PG9 binder: 0.5; NR1D1 modulator: -0.6; PRMT1 FP inh: 1.8

Results for O=C(O)C(=Cc1ccc([N+](=O)[O-])cc1)CCc1ccccc1 ?
MBD2 inh: -1.3; LEDGF integ inh: 1.3; UHRF1 binding: 0.4; HTRA1 inh: 5.6; ABHD4 inh: 2.9; TCR-CD3 inh: 4.1; rCAG binder: 5.8; PG9 binder: 1.2; NR1D1 modulator: -11.3; PRMT1 FP inh: 3.2

Results for CCC(Oc1ccccc1)C(=O)Nc1cc(C(F)(F)F)ccc1N1CCOCC1 (stereo not given) ?
MBD2 inh: 1.0; LEDGF integ inh: 2.3; UHRF1 binding: 3.6; HTRA1 inh: -21.2; ABHD4 inh: -10.3; TCR-CD3 inh: -2.4; rCAG binder: -5.6; PG9 binder: -0.4; NR1D1 modulator: 16.2*; PRMT1 FP inh: -4.2

How did CC(NC(=O)Cn1nc(-c2ccccc2)c2ccccc2c1=O)c1ccccc1 (stereo not given) do in these assays?
MBD2 inh: 0.8; LEDGF integ inh: 1.3; UHRF1 binding: -0.4; HTRA1 inh: -3.1; ABHD4 inh: -4.5; TCR-CD3 inh: 3.3; rCAG binder: -2.1; PG9 binder: -0.1; NR1D1 modulator: -1.8; PRMT1 FP inh: -6.4

Results for O=C1Nc2ccc(Cl)cc2C(=O)C1(F)c1ccccc1 (stereo not given) ?
MBD2 inh: 3.9; LEDGF integ inh: -1.2; UHRF1 binding: -2.8; ABHD4 inh: 0.8; TCR-CD3 inh: -1.6; rCAG binder: 1.3; PG9 binder: 1.2; NR1D1 modulator: 1.0; PRMT1 FP inh: 0.5

Results for O=C(CNCCc1ccccc1)N1CCc2ccccc2C1 ?
MBD2 inh: -0.7; LEDGF integ inh: -1.2; UHRF1 binding: -3.0; HTRA1 inh: 0.8; ABHD4 inh: 8.8; TCR-CD3 inh: 8.3; rCAG binder: -3.4; PG9 binder: -0.5; NR1D1 modulator: 0.9; PRMT1 FP inh: -0.7

What do the screens show for `Cc1ccc(C)c(N2CCN(CCCNC(=O)CCn3c(=O)c4cccn4c4cccnc43)CC2)c1`?
MBD2 inh: -3.4; LEDGF integ inh: 0.6; UHRF1 binding: 0.8; HTRA1 inh: 2.5; ABHD4 inh: 2.9; TCR-CD3 inh: 5.7; rCAG binder: -6.4; PG9 binder: -0.8; NR1D1 modulator: 2.6; PRMT1 FP inh: -0.6

How did Cc1cc(C)cc(NC(=O)CSc2nnc(Cn3c(=O)sc4ccccc43)n2C)c1 do in these assays?
MBD2 inh: -1.2; LEDGF integ inh: -0.7; UHRF1 binding: 1.1; HTRA1 inh: 2.5; ABHD4 inh: -4.2; TCR-CD3 inh: 2.8; rCAG binder: -0.3; PG9 binder: 0.3; NR1D1 modulator: -2.2; PRMT1 FP inh: -6.0

How did CCN(CC)S(=O)(=O)c1ccc(C(=O)Nc2c3c(nn2C(C)(C)C)CS(=O)(=O)C3)cc1 do in these assays?
MBD2 inh: 0.1; LEDGF integ inh: 3.7; UHRF1 binding: -3.8; HTRA1 inh: -1.8; ABHD4 inh: -6.8; TCR-CD3 inh: -1.3; rCAG binder: 0.8; PG9 binder: -1.7; NR1D1 modulator: -1.2; PRMT1 FP inh: 7.1

What do the screens show for `COC(=O)C(Cc1c[nH]c2ccccc12)NC(=O)c1cccs1` (stereo not given)?
MBD2 inh: 1.9; LEDGF integ inh: -3.8; UHRF1 binding: -0.5; HTRA1 inh: -1.6; ABHD4 inh: 2.6; TCR-CD3 inh: 6.7; rCAG binder: -0.6; PG9 binder: 0.7; NR1D1 modulator: 2.8; PRMT1 FP inh: -0.8

Results for Cc1cccc(OCc2nnc(SCC(=O)Nc3cc(C)on3)n2C)c1 ?
MBD2 inh: 1.4; LEDGF integ inh: 0.5; UHRF1 binding: -1.7; HTRA1 inh: -3.7; ABHD4 inh: -2.9; TCR-CD3 inh: 7.8; rCAG binder: -1.6; PG9 binder: -0.2; NR1D1 modulator: 4.1; PRMT1 FP inh: -0.2

How did COc1ccc(CNC(=O)CN(C(=O)c2csnn2)c2cnc3ccccc3c2)cc1 do in these assays?
MBD2 inh: -1.4; LEDGF integ inh: 3.3; UHRF1 binding: -5.3; HTRA1 inh: -3.5; ABHD4 inh: -2.9; TCR-CD3 inh: -2.9; rCAG binder: 2.6; PG9 binder: 0.1; NR1D1 modulator: 4.3; PRMT1 FP inh: -1.9

These rows are one share of the data; the hit share may differ from the screen's.
